Compound activity (PubChem)
aSyn 5UTR inh: 5' untranslated region of α-synuclein, MLPCN primary screen; alpha-synuclein 5'UTR reporter, inhibitor activity; actives 0.82% (n = 300,000); inhibition, % (tested at 7.5 µM); AID 1813; in the data active = inhibition above about 60%;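 also: H4 neuroglioblastoma cells stably carrying SNCA 5'UTR luciferase fusion; 0% = DMSO wells and 100% = positive control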
IEC-6 cytotox: IEC-6 cytotoxicity, counter-screen for KLF5 inhibitors; luminescence viability; inhibition, % at 5 µM; actives 0.78% (n = 290,000); in the data active = inhibition above about 22%;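 also: 0% = plate median of test compound wells and 100% = cytotoxic reference compound wells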
TRPC4 block: TRPC4 (mouse) channel inhibition; actives 0.39% (n = 300,000); HEK293 TRPC4beta/mu-opioid, DAMGO-evoked Fluo4 calcium flux; hits give low values; B-score at 10 µM;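 active = B-score over 3 SD under the library average, no early fluorescence shift, positive overall ratio signal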
Target sequence (Q9QUQ5 whole entry, looked up): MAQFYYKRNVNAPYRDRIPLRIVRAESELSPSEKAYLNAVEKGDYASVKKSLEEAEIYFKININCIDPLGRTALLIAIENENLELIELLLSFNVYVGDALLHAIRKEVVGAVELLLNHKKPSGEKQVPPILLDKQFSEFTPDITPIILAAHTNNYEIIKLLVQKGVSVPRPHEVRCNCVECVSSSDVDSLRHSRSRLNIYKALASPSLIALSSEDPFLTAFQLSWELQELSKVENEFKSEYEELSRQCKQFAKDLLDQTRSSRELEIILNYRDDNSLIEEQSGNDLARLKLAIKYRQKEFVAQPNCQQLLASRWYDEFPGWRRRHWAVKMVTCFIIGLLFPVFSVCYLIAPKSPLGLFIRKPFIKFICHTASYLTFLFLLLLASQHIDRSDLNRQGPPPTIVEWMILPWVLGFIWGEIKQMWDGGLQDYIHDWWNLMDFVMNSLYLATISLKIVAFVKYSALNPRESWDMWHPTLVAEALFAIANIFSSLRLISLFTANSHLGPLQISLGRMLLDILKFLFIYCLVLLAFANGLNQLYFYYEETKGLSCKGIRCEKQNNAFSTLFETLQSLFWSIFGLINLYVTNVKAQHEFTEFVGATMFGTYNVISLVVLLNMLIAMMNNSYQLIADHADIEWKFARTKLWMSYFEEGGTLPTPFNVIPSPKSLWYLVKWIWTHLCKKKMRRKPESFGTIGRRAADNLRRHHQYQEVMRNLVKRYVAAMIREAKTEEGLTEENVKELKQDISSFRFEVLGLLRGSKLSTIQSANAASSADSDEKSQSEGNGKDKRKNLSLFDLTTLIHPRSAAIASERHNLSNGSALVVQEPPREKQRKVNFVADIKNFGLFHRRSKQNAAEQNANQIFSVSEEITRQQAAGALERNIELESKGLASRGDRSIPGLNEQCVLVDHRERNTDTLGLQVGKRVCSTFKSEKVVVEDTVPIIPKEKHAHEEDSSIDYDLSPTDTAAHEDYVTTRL
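Assay system: Stable TRPC4beta/mu-opioid receptor HEK293 cells | Reagent: DAMGO in two steps, submaximal then maximal | Compound dosing: Single concentration per test compound | Signal: Fluo4 Ca2+ flux fluorescence | Evaluation: Per-well B score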
TRPC6 inh: inhibitors of mouse TRPC6 channel. B-score at 10 µM. actives 1.1% (n = 310,000). HEK293-TRPC6, membrane potential dye, ACh-evoked depolarization; hits give low values. Q61143;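 active = B-score under library mean minus 3 SD, initial fluorescence not abnormally high, positive integrated signal ratio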;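 also: B-score derived from integrated fluorescence ratio over the kinetic read; more negative B-score means stronger inhibition of depolarization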
KLF5 inh: inhibitors of KLF5 expression | DLD-1 KLF5 promoter-luciferase reporter, luminescence | inhibition, % at 5 µM | actives 0.23% (n = 290,000);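 active = inhibition above a per-plate limit of that plate's mean compound inhibition plus 3 SD, cut at about 60% in these data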;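 also: 0% = DMSO wells and 100% = LY294002 at 200 µM; higher means less KLF5 promoter-driven luciferase light; inactives centre near -14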
TRPC4 potent: allosteric potentiators of mouse TRPC4 channel | HEK293 TRPC4beta/mu-opioid, DAMGO EC20, Fluo-4 Ca2+ flux; hits give high values | actives 0.42% (n = 310,000) | AID 2227 | Q9QUQ5 | B-score at 10 µM;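 active = B-score of calcium response area above 5 SD of library B-scores, with initial fluorescence ratio within 5 SD of library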;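 also: B-score of integrated fluorescence ratio over time as area under calcium response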
MrgX1 antagonist: human MrgX1 receptor antagonism, primary screen | Q96LB2 | MRGX1-HEK293 calcium flux, Fluo-4, BAM8-22 antagonism; hits give low values | B-score at 10 µM | actives 1.3% (n = 310,000);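 active = calcium-response B-score plate-corrected more than 3 library SD below zero, starting fluorescence within 5 deviations, no agonist response on first addition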;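 also: peak minus trough fluorescence over baseline after final BAM8-22 challenge near maximal dose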
HIF act: HIF pathway transcriptional activation; U2OS HRE-luciferase reporter, luminescence; normalized: DMSO 0%, desferrioxamine 100%; activation, % at 7.5 µM (by protocol); actives 0.32% (n = 300,000); AID 1910;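 active = mean activation of at least 10% of the iron chelator positive control signal, with at least half of replicates also reaching 10%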
SKKanGAS inh: blocks kanamycin growth of S. pyogenes SKKanGAS strain; BacTiter-Glo, 6 h; inhibition, % at 7.5 µM; actives 1.3% (n = 300,000);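 active = mean replicate score, as percent of positive control median, at least 50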;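 also: strain carries kanamycin resistance gene driven by streptokinase promoter and grows in 40 µg/ml kanamycin; loss of luminescence reflects streptokinase promoter inhibition or plain growth inhibition; 0% = median of DMSO wells and 100% = positive control at its reference dose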
TRPC6 act: activators of mouse TRPC6 channel; AID 2550; B-score at 10 µM; HEK293-TRPC6 membrane potential dye fluorescence; hits give high values; actives 0.13% (n = 310,000); Q61143;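 active = B-score of the integrated fluorescence ratio above library mean plus 3 SD, and starting fluorescence ratio within library mean plus 5 SD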;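 also: higher score means more depolarization so channel activation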
TRPC4 agonist: opens the mouse TRPC4 cation channel; B-score at 10 µM; actives 0.49% (n = 310,000); HEK293 TRPC4beta/mu-opioid, Fluo4 calcium fluorescence; hits give high values; Q9QUQ5;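 active = B-score above 5 SD of library B-scores, and initial fluorescence ratio not above library mean plus 5 SD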;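 also: positive B-score marks a calcium rise read as TRPC4 activation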
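Technique: kinetic Fluo4 calcium fluorescence; Test system: TRPC4beta and mu-opioid receptor HEK293 stable cells; Measure: B-scored integrated calcium fluorescence ratio; Benchmarks: low control buffer alone, high control maximal DAMGO; Schedule: 45 min room-temperature Fluo4 loading, 110 s read.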
Numbers without * were called inactive; i = inactive. Not all compounds are listed. The share of hits here may be higher or lower than overall.

SMILES | aSyn 5UTR inh | IEC-6 cytotox | TRPC4 block | TRPC6 inh | KLF5 inh | TRPC4 potent | MrgX1 antagonist | HIF act | SKKanGAS inh | TRPC6 act | TRPC4 agonist
CCCCCSc1cc(O)c(C(CNC)C(C)C)cc1OC (stereo unspecified) | 24 | -12 | i | i | -65 | i | i | -0.6 | 4 | i | i
Cc1cccc(NC(=S)N2CC3CC(C2)c2cccc(=O)n2C3)c1C (stereo unspecified) | 20 | 4 | i | i | -16 | i | i | -0.4 | 9 | i | i
CCc1c(C)nc(N)nc1N1N=C1SCC(=O)OC | 8 | 7 | i | i | 3 | i | i | -0.3 | -4 | i | i
COc1cccc(CN2CCNCC2)c1 | 4 | 1 | i | i | 7 | i | i | -0.1 | 6 | i | i
Cc1cccc(N=Cc2c(O)n(C)c(=O)n(C)c2=O)c1 | -15 | 10 | i | i | -8 | i | i | -0.1 | 0 | i | i
CN1C2CCC1CC(OC(=O)CCN1CCCC1)C2 (stereo unspecified) | -16 | -5 | i | i | -6 | i | i | -0.4 | -13 | i | i
CCOC(=O)Cn1cc(C=C2C(=O)N(C)C(=O)N(C)C2=O)c2ccccc21 | 17 | 0 | i | i | -4 | i | i | -1.5 | -2 | i | i
CNS(=O)(=O)c1ccc(N=Cc2c(O)n(-c3ccc(C)cc3)c(=O)[nH]c2=O)cc1 | 1 | -11 | i | i | -25 | i | i | -0.2 | -4 | i | i
O=c1[nH]c(O)c(N=Nc2cc(C(F)(F)F)ccc2Cl)c(=O)[nH]1 | 5 | 15 | i | i | -12 | i | i | -1.5 | -1 | i | i
CCn1c(C)cc(/C=C2\C(=O)NC(=O)N(c3ccccc3C)C2=O)c1C | 8 | 0 | i | i | -132 | i | i | -0.2 | 0 | i | i
CCOc1ccc(N2C(=O)/C(=C/c3ccco3)C(=O)NC2=S)cc1 | 23 | 0 | i | i | -25 | i | i | -0.3 | -2 | i | i
CC#CP(=O)(OCC)C(O)(c1ccccc1)C(F)(F)F (stereo unspecified) | -56 | 1 | i | i | -14 | i | i | -0.2 | 3 | i | i
Cc1ccc(S(=O)(=O)N2CC2(C)CCl)cc1 (stereo unspecified) | -53 | -1 | i | i | -14 | i | i | 0.2 | -1 | i | i
CCN(CC)c1ccc(N=Cc2c(O)n(CCC3=CCCCC3)c(=O)[nH]c2=O)cc1 | -27 | 0 | i | i | -44 | i | i | -0.7 | 13 | i | i
Cc1ccc(/C=C2\C(=O)NC(=S)N(c3cccc(F)c3)C2=O)o1 | 10 | -14 | i | i | -23 | i | i | -0.3 | 3 | i | i
Cc1cc(O)c(CN2CCN(c3ccccc3)CC2)cc1C | 25 | 4 | i | i | -20 | i | i | 0.3 | -18 | i | i

One compound at a time, from the list above. Screens in order: aSyn 5UTR inh	IEC-6 cytotox	TRPC4 block	TRPC6 inh	KLF5 inh	TRPC4 potent	MrgX1 antagonist	HIF act	SKKanGAS inh	TRPC6 act	TRPC4 agonist
Profile of `Cc1cccc(N=Cc2c(O)n(C)c(=O)n(C)c2=O)c1` : -15	10	i	i	-8	i	i	-0.1	0	i	i
Profile of `CCc1c(C)nc(N)nc1N1N=C1SCC(=O)OC` : 8	7	i	i	3	i	i	-0.3	-4	i	i
Profile of `CCN(CC)c1ccc(N=Cc2c(O)n(CCC3=CCCCC3)c(=O)[nH]c2=O)cc1` : -27	0	i	i	-44	i	i	-0.7	13	i	i

(cont.)
SMILES | aSyn 5UTR inh | IEC-6 cytotox | TRPC4 block | TRPC6 inh | KLF5 inh | TRPC4 potent | MrgX1 antagonist | HIF act | SKKanGAS inh | TRPC6 act | TRPC4 agonist
CCCCCn1c(NC(=O)c2ccco2)c(C(=O)OCC)c2nc3ccccc3nc21 | -3 | 8 | i | i | 3 | i | i | -0.3 | 12 | i | i
N#CCCn1cc(C(=O)Nc2ccc([N+](=O)[O-])cc2)c(-c2ccccc2)n1 | 0 | 3 | i | i | -18 | i | i | 0.0 | 2 | i | i
NNc1n[nH]c(=S)n1N | -19 | 0 | i | i | -40 | i | i | 0.9 | -2 | i | i
CC(=O)N(C1=NCCCS1)c1ccc(F)cc1 | -6 | 2 | i | i | 7 | i | i | -0.2 | 1 | i | i
CCCn1cc(C(=O)O)cn1 | 16 | -1 | i | i | -8 | i | i | -0.2 | -13 | i | i
Cc1ccc(-n2c(O)c(C=NC3CCCC3)c(=O)[nH]c2=O)c(C)c1 | 25 | 5 | i | i | 4 | i | i | -0.1 | -6 | i | i
CC(=O)c1ccc(OCC(=O)N2CCCC(N3CCN(c4ccccc4C)CC3)C2)cc1 (stereo unspecified) | 2 | 2 | i | i | -32 | i | i | -0.1 | -3 | i | i
COc1ccc(OC)c(CC(=O)O)c1 | 10 | 4 | i | i | -19 | i | i | 0.8 | -2 | i | i

Five successive records out of the list so far, for reference:
SMILES | aSyn 5UTR inh | IEC-6 cytotox | TRPC4 block | TRPC6 inh | KLF5 inh | TRPC4 potent | MrgX1 antagonist | HIF act | SKKanGAS inh | TRPC6 act | TRPC4 agonist
CCCCCn1c(NC(=O)c2ccco2)c(C(=O)OCC)c2nc3ccccc3nc21 | -3 | 8 | i | i | 3 | i | i | -0.3 | 12 | i | i
N#CCCn1cc(C(=O)Nc2ccc([N+](=O)[O-])cc2)c(-c2ccccc2)n1 | 0 | 3 | i | i | -18 | i | i | 0.0 | 2 | i | i
NNc1n[nH]c(=S)n1N | -19 | 0 | i | i | -40 | i | i | 0.9 | -2 | i | i
CC(=O)N(C1=NCCCS1)c1ccc(F)cc1 | -6 | 2 | i | i | 7 | i | i | -0.2 | 1 | i | i
CCCn1cc(C(=O)O)cn1 | 16 | -1 | i | i | -8 | i | i | -0.2 | -13 | i | i

Some values from above.
CCCCCn1c(NC(=O)c2ccco2)c(C(=O)OCC)c2nc3ccccc3nc21 @ HIF act = -0.3
Cc1ccc(-n2c(O)c(C=NC3CCCC3)c(=O)[nH]c2=O)c(C)c1 @ SKKanGAS inh = -6
CCCn1cc(C(=O)O)cn1 @ KLF5 inh = -8
